mIAP act: increases mouse intestinal alkaline phosphatase activity. muIAP, CDP-Star luminescence, 30 min; hits give high values; 1 = vehicle-only enzyme signal, 0 = enzyme-free wells. activation factor at 10 µM. hit rate 0.24% among 330,000;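 active = activation factor of at least 2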; also: the source names both 10 and 20 µM as test concentration; values of inactives mirror those of a sister screen read the other way
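System: Mouse IAP enzyme | Also added: CDP-Star substrate | Dosing: Compounds dispensed in DMSO | Schedule: 30 min enzyme-substrate-compound incubation at room temperature | Technique: Chemiluminescence readout | Control set: DMSO-only wells and no-enzyme negative control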
MIN6 prolif: inducers of beta-cell replication in MIN6 cells | AID 2380 | hit rate 0.29% among 330,000 | MIN6 cells proliferation, ATPlite luminescence, 48 h; cells starved in 0.2% serum; 100% = growth in 10% serum | proliferation, % at 10 µM;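 active = compounds whose signal lies at least 3.5 SD above the mean of all wells on their plate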;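 also: 0% = DMSO-treated cells in low-serum medium and 100% = 10% serum control; some compounds called inactive have numbers as strong as hits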
hIAP inh: blocks human intestinal alkaline phosphatase | P09923 | purified IAP, CDP-Star luminescence, 30 min | inhibition, % at 10 µM | hit rate 0.12% among 330,000;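 active = inhibition reaching a set limit with compound at 10 µM in the primary screen, cut at about 35% in these data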;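 also: plate controls were DMSO wells with enzyme for no effect and no-enzyme buffer wells for full effect; values of inactives mirror those of a sister screen read the other way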
NALP3 yeast inh: inhibitors of NALP3 inflammasome in yeast; inhibition, % at 10 µM; hit rate 0.39% among 330,000; Yeast reconstituted NLRP3/ASC/caspase-1, beta-gal luminescence, 24 h;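 active = inhibition of 50% or more; inactive = inhibition below 50%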;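 also: plate controls were induced DMSO wells for no effect and uninduced yeast grown without galactose for full effect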
mIAP block: blocks mouse intestinal alkaline phosphatase; purified mouse IAP, CDP-Star luminescence, 30 min; inhibition, % at 10 µM; hit rate 0.2% among 330,000;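 active = inhibition of at least 40% at 10 µM in the primary screen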;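 also: plate controls were DMSO with enzyme for no effect and no enzyme wells for full effect; values of inactives mirror those of a sister screen read the other way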
APOBEC3G inh: blocks human APOBEC3G single-stranded DNA deamination; recombinant A3G, ssDNA deamination FAM/TAMRA fluorescence; inhibition, % at 20 µM; Q9HC16; hit rate 0.28% among 330,000;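 active = inhibition of at least 40% at 20 µM, with no more than 30% in the related APOBEC3A deaminase screen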;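 also: plate controls were DMSO wells with A3G for no effect and wells lacking A3G enzyme for full effect; some compounds called inactive have numbers as strong as hits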
Target sequence (Q9HC16 whole entry, looked up): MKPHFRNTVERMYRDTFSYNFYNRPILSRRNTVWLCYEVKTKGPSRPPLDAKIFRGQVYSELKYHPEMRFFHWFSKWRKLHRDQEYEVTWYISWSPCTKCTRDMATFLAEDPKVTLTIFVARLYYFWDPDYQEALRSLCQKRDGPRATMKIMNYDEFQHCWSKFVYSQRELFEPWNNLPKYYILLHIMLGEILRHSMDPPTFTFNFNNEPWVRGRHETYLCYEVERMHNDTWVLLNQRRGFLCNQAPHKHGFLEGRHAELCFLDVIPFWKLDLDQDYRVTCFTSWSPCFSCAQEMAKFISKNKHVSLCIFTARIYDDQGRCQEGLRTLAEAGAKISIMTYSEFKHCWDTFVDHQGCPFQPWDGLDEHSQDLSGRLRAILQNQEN
APOBEC3A inh: human APOBEC3A DNA deaminase inhibition | recombinant A3A, FAM/TAMRA ssDNA deamination fluorescence | inhibition, % at 20 µM | hit rate 0.41% among 330,000 | AID 493011;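 active = at least 40% inhibition at 20 µM here, with at most 30% in a related deaminase screen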;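 also: plate controls were A3A with DMSO for no effect and wells lacking A3A enzyme for full effect; some results filed as inactive read as strong as hits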
Target sequence (P31941 whole entry, looked up): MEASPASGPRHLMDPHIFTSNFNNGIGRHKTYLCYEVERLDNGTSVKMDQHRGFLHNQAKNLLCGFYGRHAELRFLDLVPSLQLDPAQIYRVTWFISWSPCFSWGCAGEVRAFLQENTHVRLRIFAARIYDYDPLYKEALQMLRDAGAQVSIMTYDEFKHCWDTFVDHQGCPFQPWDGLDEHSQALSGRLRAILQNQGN
TIM10 inh: inhibits growth of TIM10 yeast strain | S. cerevisiae TIM10 strain growth, BacTiter-Glo luminescence, 24 h | inhibition, % at 10 µM | hit rate 1.4% among 330,000;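 active = inhibition of 40% or more at the single tested concentration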;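 also: wild-type TIM10 isogenic control strain grown at permissive 25 °C; 0% = DMSO yeast wells and 100% = minimal medium wells without yeast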
tim10-1 inh: inhibits growth of tim10-1 mutant yeast; S. cerevisiae tim10-1 ts strain growth, BacTiter-Glo, 24 h; inhibition, % at 20 µM; hit rate 2.2% among 330,000; AID 463190;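 active = inhibition of at least 40%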;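 also: mutant grown at 25 °C; 0% = DMSO wells with yeast and 100% = wells holding no yeast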
Numbers without * were called inactive.

SMILES	mIAP act	MIN6 prolif	hIAP inh	NALP3 yeast inh	mIAP block	APOBEC3G inh	APOBEC3A inh	TIM10 inh	tim10-1 inh
N#CCCN1CCN(C(=S)c2ccc(-c3cccc(Cl)c3)o2)CC1	0.83	-5	6	-7	17	2	-4	31	25
Cc1cc(-n2cccn2)ccc1CN1CCN(CC(C)C)C(CCO)C1 (stereo not given)	1.1	0	-4	4	-14	-4	-1	-22	2
Cc1ccc(CNC(=O)C2CCN(S(=O)(=O)c3cccnc3)CC2)cc1	1	-4	-18	11	0	-5	-4	-6	-14
Cc1cc2c(cc1C)NC(c1c(C)n(C)n(-c3ccccc3)c1=O)C1=C(CC(C)(C)CC1=O)N2 (stereo not given)	0.96	-3	-2	20	4	2	2	24	35
CC1(C)Oc2ccc(NC(=O)c3ccco3)cc2O1	0.94	-6	-4	3	6	-2	6	3	3
CCc1ccccc1N(CC(=O)NCCSCc1ccco1)S(C)(=O)=O	0.94	-3	12	-4	6	-7	-2	0	6
O=C(OCn1nnc2ccccc2c1=O)C1CCCCC1	1	-3	9	5	0	-2	2	3	16
Cc1cc(OC(C)C(=O)NCCCN2CCOCC2)ccc1Cl (stereo not given)	1.1	-2	18	16	-7	1	-6	-8	4
CCCNC(=O)NC(=O)COC(=O)c1cccc(NS(=O)(=O)c2ccc(F)c(F)c2)c1	0.95	0	17	9	5	3	1	-3	1
COc1ccc(CCN2C(=O)CSC2c2ccc(F)cc2)cc1 (stereo not given)	0.97	-3	-19	15	3	-8	-4	-8	-2
N#Cc1cccc2cnccc12	1	0	0	-12	-2	-2	-2	3	6
Cc1ccc(NCc2nnc(SCC(=O)O)n2-c2ccc(C)cc2)cc1	1	-1	-8	-8	-4	-5	0	13	-2
COc1ccccc1-c1cc(C(F)(F)F)n2ncc(C(=O)N3CCc4ccccc4C3)c2n1	0.95	-6	-29	28	5	-7	0	2	5
CCOc1ccccc1C(=O)N1c2ccccc2Sc2ccccc21	1	-4	9	9	-1	-4	0	18	29
CC(C)=CCN1CCN(Cc2ccc(Oc3ncccn3)cc2)CC1CCO (stereo not given)	0.97	0	1	17	3	-6	-1	-9	0
COc1cccc(-c2nn3c(-c4cccc(C)c4)nnc3s2)c1	0.98	0	13	-1	2	-3	-3	19	44*
Cc1c(Cl)cccc1NC(=O)CNc1ccccc1F	1.1	0	13	18	-7	-5	5	11	21
Cc1ccc2c(CC(=O)NCc3ccco3)coc2c1C	0.97	-3	18	26	3	-7	-4	5	12
CCc1ccc(OC(=O)CN2C(=O)c3ccccc3C2=O)cc1	0.89	-3	-3	31	11	-4	-3	7	28
COC(=O)\C(C(C)=O)=C(/C=C/C=C/N(C)C)N(C)C	0.92	0	12	-2	8	14	47*	10	4
Cc1ccc(Nc2nc(CSc3nnc(-c4cccs4)o3)cs2)cc1	0.83	-1	5	10	16	-4	2	29	21
O=C(NCCCN1CCCC1=O)c1ccccc1NS(=O)(=O)c1ccc(Br)cc1	1	2	-18	15	-2	-4	-4	-7	13
Cc1cc(-c2ccccc2)c(C#N)c(N)n1	1.1	-2	-23	13	-9	-4	-4	-4	15
N/C(=N\c1nc2ccccc2o1)NC(=O)c1ccccc1Br	1.1	0	-6	19	-9	-4	-2	-1	-6
CC(=O)c1cccc(NC(=O)Nc2cnn(Cc3ccc(F)cc3)c2)c1	1.2	-1	-1	8	-23	-1	0	-8	10
COc1ccc(OC)c(/C=N\Nc2nccs2)c1	0.99	-3	-6	5	0	-5	-1	24	15
COc1ccc(/C=C/C(=O)OCC(=O)NC2CCCC(C)C2C)cc1S(=O)(=O)N1CCOCC1 (stereo not given)	0.99	-2	5	7	1	-4	2	5	1
COc1cccc(-c2ccnc3[nH]n(-c4ccccc4)c(=O)c23)c1	1	0	5	6	-1	-2	-6	7	-6
CCN(CC)S(=O)(=O)c1cccc(-c2cn3cccnc3n2)c1	1.1	0	4	-13	-14	-8	-4	1	12
Cn1c(=O)c2c(SCC(=O)NCc3ccco3)nc(CC(C)(C)C)nc2n(C)c1=O	1.2	1	9	2	-15	-1	1	-11	0
O=C(CCC(=O)N1CCOc2ccccc21)NCCCN1CCCCC1	1.1	-3	-10	22	-13	-7	-3	9	26
Fc1ccc(N2CCN(c3cnc4ccccc4n3)CC2)cc1	0.99	-2	-4	24	0	-2	4	1	-24
COc1ccccc1NC(=O)Cc1noc(CSc2n[nH]c(N)n2)n1	1	-1	-7	2	-1	-4	6	-4	-2
COc1ccc(CNC(=O)c2cc(-c3ccc(OC)c(OC)c3)on2)cc1	1	0	8	36	-2	-2	5	6	30
Cc1cccc(NC(=S)N2CCC(N(C)CC3CCCO3)CC2)c1 (stereo not given)	0.99	0	-3	5	1	-4	1	2	-1
O=S(=O)(Nc1ccncc1)c1cc(Cl)c(Cl)cc1Cl	0.96	1	2	6	4	-6	-7	-8	7
CCOC(=O)c1c(NC(=O)COC(=O)Cn2cnc3c2c(=O)n(C)c(=O)n3C)sc(C)c1CC	1.1	0	0	10	-9	1	-1	3	30
Cc1ccc(NC(=O)CNC(=O)c2ccc3c(c2)OCO3)nc1	1.1	-3	-7	5	-9	7	6	2	5
CCC1CCCCN1CCCNC(=O)c1ccc2c(c1)c(C)c(C)n2C (stereo not given)	0.97	-6	-7	11	3	4	-4	9	-7
COc1ccc(OC)c(C(c2nnnn2Cc2ccccc2)N2CCN(C)CC2)c1 (stereo not given)	1	0	-7	14	-1	-2	-10	-10	15
CCCC(=O)Nc1ccc2oc(-c3cccnc3)nc2c1	1.2	-1	-6	16	-15	-4	-3	4	18
O=C(O)c1cccc([N+](=O)[O-])c1C(=O)Nc1nc2ccccc2s1	0.98	-1	4	13	2	-6	1	12	0
Cn1c(SCC(=O)NCc2ccco2)nnc1-c1cccs1	0.96	2	9	8	4	-5	-1	3	10
COC(=O)c1ccc(/C=N/n2cnnc2)cc1	1.1	-1	9	17	-6	-8	-4	13	14
Cc1cccc(C(=O)OCC(=O)N2CCN(C(=O)c3ccco3)CC2)c1O	1	-1	6	9	-3	-6	-2	-17	-11
O=C(c1ccco1)N1CCC(c2ccccc2)C1 (stereo not given)	1.1	0	-1	18	-9	-9	-4	-25	1
COc1ccc(C(C(=O)NC2CCCCC2)N(C(=O)Cc2c[nH]c3ccccc23)c2ccccc2C)cc1OC (stereo not given)	1	-6	10	2	0	-12	-4	3	15
COc1ccccc1NC(=O)c1cc(N)cc(C(=O)Nc2ccccc2OC)c1	1.1	-2	3	16	-7	-4	-1	25	15
CC1CCCCC1NC(=O)CNC(=O)c1cccs1 (stereo not given)	0.91	2	8	1	9	-7	-1	0	-19
Cc1ccccc1NS(=O)(=O)c1ccc(C(=O)NCC(c2ccco2)N2CCCCC2)cc1 (stereo not given)	0.98	-5	4	10	2	-7	-3	-4	6
Cc1[nH]c2c(Br)cccc2c1[C@H]1[C@@H](CC#N)C1(C)C	0.92	-2	9	40	8	-2	-1	33	34
CC(C)c1ccc(NC2CCCN(C(=O)c3ccco3)C2)cc1 (stereo not given)	1	7	23	6	-2	-2	-5	4	14
COc1ccc(S(=O)(=O)N2CCCCC2)cc1NC(=O)c1c(F)cccc1Cl	1	-4	-10	16	-4	-8	-3	17	27
COc1cc(/C=N/n2c(-c3n[nH]c4c3CCC4)n[nH]c2=S)cc(OC)c1O	0.85	0	-66	9	15	54*	-1	-4	-10
Cc1cc(NS(=O)(=O)c2ccc(NC(=O)/C=C/c3ccc(Br)cc3)cc2)no1	1	-5	-35	24	-3	2	6	1	3
COc1ccc(S(=O)(=O)Nc2nccs2)cc1OC	1	3	3	-1	0	-14	1	5	-2
O=C(/C=C/NNC(=O)c1ccc(Cl)cc1)c1ccccc1	0.98	-4	12	15	2	-10	-5	8	-5
CCn1nc(C(=O)N2CCN(Cc3nc4ccccc4s3)CC2)c2ccccc2c1=O	0.98	0	1	17	2	0	1	5	7
CC(=O)c1ccc(OCCCC(=O)n2nnc3ccccc32)cc1	1	1	5	10	-4	-8	-7	3	35
CN1CCN(C(=O)CNC(=O)c2cccs2)CC1	0.97	-4	9	3	3	-6	-3	-4	-14

The results go on.
SMILES	mIAP act	MIN6 prolif	hIAP inh	NALP3 yeast inh	mIAP block	APOBEC3G inh	APOBEC3A inh	TIM10 inh	tim10-1 inh
CCOC(=O)c1[nH]c2ccc(OCC)cc2c1CCCN1C(=O)c2ccccc2C1=O	0.89	-1	5	6	12	-4	-2	14	14
NC(=O)C1(N2CCCCC2)CCN(Cc2nc3ccccc3c(=O)[nH]2)CC1	1.1	0	0	-9	-7	-3	2	0	-5
COc1ccc(OC)c(-c2cn(S(=O)(=O)c3ccccc3)nc2N)c1	0.89	-3	10	12	12	-5	0	4	25
COc1cc(-c2nnc(-c3cc(OC)c(OC)c(OC)c3)o2)cc(OC)c1OC	0.98	0	6	12	2	0	-2	14	11
CC1Cc2ccccc2N1S(=O)(=O)c1cccc2nsnc12 (stereo not given)	0.9	-1	-3	4	10	2	1	-6	6
CNC(=S)Nc1ccc(Nc2ccccc2)cc1	0.92	-4	0	13	8	-3	-3	11	23
C=CCn1c(C(C)NC(=O)c2cccs2)n[nH]c1=S (stereo not given)	0.97	2	10	7	3	3	-1	11	-5
CC1(C)CC(=O)C(=Cc2cn(-c3ccccc3)nc2-c2ccc(Cl)cc2)C(=O)C1	0.88	-6	4	32	12	-3	-16	17	10
CCOc1ccccc1N(CC(=O)NCc1ccco1)C(=O)CCC(=O)Nc1nccs1	0.91	-2	7	22	9	-5	-2	10	-11
NC(=O)c1ccc(NS(=O)(=O)c2ccc3ccccc3c2)cc1	1	-3	-2	5	-1	1	2	8	18
Cc1ccc(S(=O)(=O)N(C)C)cc1NC(=O)COC(=O)c1ccc2c(c1)OCCO2	0.98	-2	16	9	2	-9	0	19	15
CCN(CC)C(=O)CSc1nnc(COc2ccccc2)n1CC	1	1	6	21	0	6	1	-3	17
Cc1c(Cl)c([N+](=O)[O-])nn1CCCC(=O)NC1CCCCC1	1.1	0	-14	-14	-5	2	4	-4	4
Cc1cccc(Oc2sc(C(=O)c3ccccc3)c(N)c2C#N)c1	0.97	-4	6	18	3	-2	0	31	33
Cc1nc2n[nH]c(N)c2c2c1CCCC2	0.97	-1	6	2	3	-2	-2	5	2

Compound profiles, from the list above. Order of screens: mIAP act | MIN6 prolif | hIAP inh | NALP3 yeast inh | mIAP block | APOBEC3G inh | APOBEC3A inh | TIM10 inh | tim10-1 inh
Record of `O=C(NCCCN1CCCC1=O)c1ccccc1NS(=O)(=O)c1ccc(Br)cc1` → 1 | 2 | -18 | 15 | -2 | -4 | -4 | -7 | 13
Record of `COc1ccc(S(=O)(=O)Nc2nccs2)cc1OC` → 1 | 3 | 3 | -1 | 0 | -14 | 1 | 5 | -2
Record of `COc1ccccc1-c1cc(C(F)(F)F)n2ncc(C(=O)N3CCc4ccccc4C3)c2n1` → 0.95 | -6 | -29 | 28 | 5 | -7 | 0 | 2 | 5

Following part.
SMILES	mIAP act	MIN6 prolif	hIAP inh	NALP3 yeast inh	mIAP block	APOBEC3G inh	APOBEC3A inh	TIM10 inh	tim10-1 inh
O=S1(=O)C=C(Sc2nc3ccccc3s2)c2ccccc21	1	-6	-26	62*	0	-8	-2	77*	69*
CC(=O)Oc1ccc(NC(=O)CSc2ccccc2)cc1	1	-2	11	7	0	-1	3	-2	15
Cn1c(-c2ccc([N+](=O)[O-])cc2)nc2ccccc21	0.97	0	-13	30	3	0	-1	-5	0
CC(C)CCn1c(Br)nc2c1c(=O)n(CC(N)=O)c(=O)n2C	0.99	-1	13	9	1	3	5	-6	5
